Screening results as filed in PubChem BioAssay.
HUVEC prolif 384 = inhibitors of HUVEC proliferation, primary screen, cell-based, 384-well; CellTiter-Glo luminescence, 72 h; hits give low values; viability, % at 10 µM (by protocol); 86,000 tested, 1.1% active;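 active = viability at or below 30%; inactive = viability above 30%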;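 note: 100% = median luminescence of DMSO-only cell control wells on each plate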
H69AR inhibit = proliferation blockers of H69AR lung cancer cells, primary screen, cell-based, human, 86K library. H69AR lung tumor viability, ATP luminescence, 72 h; hits give low values. viability, % at 10 µM. 85,000 tested, 6% active. AID 598, 2007;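 active = viability at or below 40%; inactive = viability above 40%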;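 note: multidrug resistant small cell line overexpressing MRP-1 efflux transporter; 100% = mean luminescence of untreated control wells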
PostGolgi yeast = phenotypic screen on post-Golgi transport, primary screen | AID 739, 2007 | inhibition, % at 10 µM | 98,000 tested, 0.9% active | post-Golgi transport phenotypic cell assay;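 note: yeast cells grown in 1536-well plates; yeast grown about 18 h at 30C before absorbance read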
PostGolgi ctrl = growth inhibition of yeast control strain, primary screen, counter-screen for post-Golgi transport modulator project; efflux-deficient yeast background strain, growth absorbance A615, 16 h; inhibition, % at 10 µM; 98,000 tested, 5% active
S1P2 blocker = human S1P2 receptor antagonists, primary screen, cell-based. Sphingosine 1-phosphate receptor 2 (Homo sapiens), O95136. cell-based S1P2 antagonist assay, inhibition at 5 uM. inhibition, % at 5 µM. 97,000 tested, 0.21% active. AID 736, 2007; in the data active = inhibition above about 45%;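 note: CRE beta-lactamase reporter cells expressing human S1P2 stimulated with S1P; 0% = agonist at EC80 alone and 100% = agonist plus reference antagonist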
E coli WT exp = growth inhibitors of wild-type E. coli, primary screen, strain BW25113, expanded library, OD600 | 98,000 tested, 0.15% active | OD600 absorbance | AID 710, 2007 | growth inhibition, % at 100 µM;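 active = growth inhibition above about 50% at one test dose, limit read from the data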;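 note: growth measured after 20 h incubation at 37 °C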
DAT uptake mod = changed hDAT dopamine uptake under cocaine IC80, either direction, primary screen, cocaine antagonist project, cell-based, LLC-PK1 hDAT, [14C]-dopamine uptake, MLSMR | Sodium-dependent dopamine transporter (Homo sapiens), Q01959 | LLC-PK1 hDAT cells, [14C]-dopamine uptake with cocaine IC80; actives deviate in either direction | B-score at 10 µM | 110,000 tested, 1.3% active;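 active = Z score or B-score, a plate-position-corrected score, falls beyond the plate's 99.7% confidence bounds, in either direction; inactive = both scores lie inside the 99.7% bounds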;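 note: scored against the spread of the other compound wells on the same plate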
Target sequence (Q01959 whole entry, looked up): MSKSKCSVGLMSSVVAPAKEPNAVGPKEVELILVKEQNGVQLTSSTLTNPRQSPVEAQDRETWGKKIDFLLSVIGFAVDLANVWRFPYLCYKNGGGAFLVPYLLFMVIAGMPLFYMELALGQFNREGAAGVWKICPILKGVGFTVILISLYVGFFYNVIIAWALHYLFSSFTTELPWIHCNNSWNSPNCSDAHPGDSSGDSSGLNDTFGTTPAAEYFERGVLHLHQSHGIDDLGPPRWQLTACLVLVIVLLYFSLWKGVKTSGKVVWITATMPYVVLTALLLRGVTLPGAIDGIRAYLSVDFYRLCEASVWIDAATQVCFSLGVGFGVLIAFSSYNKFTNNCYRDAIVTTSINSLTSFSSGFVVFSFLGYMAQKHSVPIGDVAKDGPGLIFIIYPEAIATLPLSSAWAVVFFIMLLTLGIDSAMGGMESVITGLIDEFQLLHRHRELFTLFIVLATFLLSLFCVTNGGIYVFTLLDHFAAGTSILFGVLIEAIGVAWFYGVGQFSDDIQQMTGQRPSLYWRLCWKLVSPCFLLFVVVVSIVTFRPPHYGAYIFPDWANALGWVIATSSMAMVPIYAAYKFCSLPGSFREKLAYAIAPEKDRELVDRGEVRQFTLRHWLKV
S1P2 agonist = S1P2 receptor agonists, primary screen, cell-based. S1P2-expressing cell line, agonist reporter read-out. activation, % at 4.5 µM. 97,000 tested, 0.46% active; in the data active = activation above about 16%;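 note: 0% = vehicle low control and 100% = maximal reference agonist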
Lung fibro prol = antiproliferative effect on LL 47 fibroblasts – human, LL 47 cells, CellTiter-Glo luminescence, primary screen; LL 47 human lung fibroblast viability, ATP luminescence; hits give low values; 85,000 tested, 1.1% active; viability, % at 10 µM;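 active = viability at or below 50% in the single dose screen; inactive = viability above 50%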;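 note: compound exposure lasted 72 h before the ATP readout; 100% = median luminescence of untreated cell-only wells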
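Assay system: human lung fibroblast line LL 47, low passage. Input: 1,150 fibroblasts seeded per well. Times: overnight cell rest, 72 h compound treatment at 37 °C. Evaluation: % viability of median cell-only signal. Technique: luminescent ATP detection, CellTiter-Glo. Control set: cell-only wells, no compound.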
Active calls of the source: *; . = not tested or not shown. Cut-off read from the data, not from the text of the source, unless noted: active = inhibition above about 30%; inactive = the rest. A portion of the library. The share of hits here may be higher or lower than overall.

Compound	HUVEC prolif 384	H69AR inhibit	PostGolgi yeast	PostGolgi ctrl	S1P2 blocker	E coli WT exp	DAT uptake mod	S1P2 agonist	Lung fibro prol
CCOC(=O)C1CCN(/C=C2/C(=O)NC(=O)N(Cc3ccco3)C2=O)CC1	102	83	7	13	.	-7	-1.3	.	95
Cc1c(N=Cc2c(O)n(CCc3ccccc3)c(=O)[nH]c2=O)c(=O)n(-c2ccccc2)n1C	74	91	-5	3	11	0	0.37	-4	97
Cc1cc(S(=O)(=O)NC(C)C)ccc1OCC(=O)N1CCN(Cc2ccc3c(c2)OCO3)CC1	100	92	-7	5	17	-3	1	-5	94
O=C1NC(=O)N(Cc2ccccc2Cl)C(=O)/C1=C/N1CCOCC1	96	84	4	9	-6	-1	-0.7	-8	103
CCCC12CN3CN(C1)CC(CCC)(C3)C2O (stereo not drawn)	100	98	-6	6	-6	-5	-0.42	-5	98
Cc1ccc(/C=C2/C(=O)NC(=O)N(CCc3ccc(F)cc3)C2=O)o1	.	.	2	12	-1	7	-0.52	0	.
COc1ccc(S(=O)(=O)NC(CC(=O)N2CCC3(CC2)OCCO3)C(C)C)cc1 (stereo not drawn)	96	105	-5	6	-1	-6	1.1	0	103
C=C1CC[C@@]2(O)[C@H]3Cc4ccc(O)c5c4[C@@]2(CCN3CC2CC2)[C@H]1O5	90	100	.	.	.	.	-0.65	.	95
CC1CN(CCc2ccccc2)CC(C)O1 (stereo not drawn)	87	95	15	15	22	3	0.045	-1	94
CC1=C(C(=O)OC(C)C)[C@]2(C(=O)N(CC(N)=O)c3ccccc32)C(C#N)=C(N)O1	94	87	-2	1	-12	-9	0.097	-4	96
O=c1[nH]c(=O)n(CCc2ccc(F)cc2)c(O)c1C=NCCCn1ccnc1	91	90	-1	2	.	-1	0.15	.	105
COCCCNC(=O)c1c(NC(=O)c2ccccc2Cl)n(Cc2ccccc2)c2nc3ccccc3nc12	67	60	-5	10	-33	-18	0.021	-3	97
Cc1ccnc(-n2c(C)nc3ccccc3c2=O)c1	102	87	2	5	.	-21	0.47	.	101
O=c1c2ccccc2nc(CSc2ncnc3nc[nH]c23)n1-c1ccccc1Cl	93	68	.	.	-5	.	0.21	0	95
COc1ccccc1N1CCN(C(CNC(=O)Oc2ccccc2)c2cccnc2)CC1 (stereo not drawn)	89	78	2	4	11	-4	0.79	-3	95
CN(C)c1ccc(NC(=O)CN2C(=O)CN=C(c3ccccc3)c3cc(Cl)ccc32)cc1	96	101	11	9	31	-8	1.1	-4	94
COc1ccccc1-n1c(O)c(C=NCCCn2ccnc2)c(=O)[nH]c1=O	96	89	1	6	17	4	-0.85	-3	100
COc1cccc(-n2c(O)c(C=NCCN3CCOCC3)c(=O)[nH]c2=O)c1	.	.	-7	10	20	-1	-0.34	-9	.
COc1cccc(N2C(=O)CC(=O)NC2=O)c1	114	93	-6	7	1	1	0.87	-1	113
O=C1CSC2N1CCNC21CCCCC1 (stereo not drawn)	98	117	-5	12	-16	-4	1.2	-3	.
C[n+]1ccc(-c2ccncc2)cc1	106	95	-21	4	-8	0	-0.084	-8	100
O=C(COc1ccc2ccccc2c1)N1CCN(CC2CC3C=CC2C3)CC1 (stereo not drawn)	99	96	2	8	2	0	0.2	-4	113
Cn1cc(C(=O)N2CCC3(CC2)OCCO3)c2c3ccccc3n(C)c2c1=O	90	93	-10	4	5	-2	0.59	-1	99
COc1ccccc1N1CCN(Cc2cc(C)c(C)cc2O)CC1	.	.	5	-4	11	8	.	-2	.

Three successive entries from above, quoted:
Compound	HUVEC prolif 384	H69AR inhibit	PostGolgi yeast	PostGolgi ctrl	S1P2 blocker	E coli WT exp	DAT uptake mod	S1P2 agonist	Lung fibro prol
Cc1ccc(/C=C2/C(=O)NC(=O)N(CCc3ccc(F)cc3)C2=O)o1	.	.	2	12	-1	7	-0.52	0	.
COc1ccc(S(=O)(=O)NC(CC(=O)N2CCC3(CC2)OCCO3)C(C)C)cc1 (stereo not drawn)	96	105	-5	6	-1	-6	1.1	0	103
C=C1CC[C@@]2(O)[C@H]3Cc4ccc(O)c5c4[C@@]2(CCN3CC2CC2)[C@H]1O5	90	100	.	.	.	.	-0.65	.	95

More structures.
Compound	HUVEC prolif 384	H69AR inhibit	PostGolgi yeast	PostGolgi ctrl	S1P2 blocker	E coli WT exp	DAT uptake mod	S1P2 agonist	Lung fibro prol
N[C@@H](Cc1c[nH]c2ccccc12)c1nnc(SCc2c(F)cccc2Cl)o1	93	76	2	19	14	19	2.2	-2	102
Cn1c(=O)n(CC(=O)N2CCC3(CC2)OCCO3)c(=O)c2ccccc21	108	85	11	9	.	0	-0.01	.	103
Cc1ccc2c(c1)CC1(CN2C)C(=O)NC(=O)N(C(C)C)C1=O (stereo not drawn)	96	100	0	8	1	-8	-1.6	0	101
CCOC(=O)[C@]1(C#N)[C@@H]2C=CC(C(C)=O)=CN2[C@@H](C(N)=O)[C@@H]1c1ccsc1	107	87	2	6	2	4	-0.78	-2	96
Cc1ccc(-c2nc(N(C)C3CCN(C)CC3)c3ccccc3n2)cc1	4.3*	2.7*	-4	11	3	1	-0.39	-3	38*
O=C(Nc1ccc(F)cc1F)c1cccnc1Oc1cccc(C(F)(F)F)c1	.	.	-1	9	-25	-12	0.12	-4	.
Cc1ccc(-n2c(O)c(C=NC3CCCC3)c(=O)[nH]c2=O)c(C)c1	110	100	-5	-1	-3	2	0.043	1	95
O=C(C1CCN(S(=O)(=O)N2CCOCC2)CC1)N1CCC2(CC1)OCCO2	89	93	4	5	11	-10	0.23	-5	98
CCCCn1c(O)c(C(CC)=NCCc2ccccc2)c(=O)[nH]c1=O	90	71	24	55*	-22	-8	2.7	-2	89
O=[P+](Cc1ccccc1)Cc1ccccc1	82	91	7	8	13	-7	0.78	-11	105
CCC(=NCCCN1CCOCC1)c1c(O)n(Cc2ccccc2)c(=O)[nH]c1=O	106	69	-7	-8	-24	1	0.88	-5	98
CCOC(=O)CC1=C(C(=O)OCC)C2(C(=O)N1CC(=O)OC)C(C#N)=C(N)Oc1ccccc12 (stereo not drawn)	108	104	-7	11	6	5	0.89	-4	100
Cc1c2cnn(CC(=O)N3CCC4(CC3)OCCO4)c(=O)c2c(C)n1Cc1ccccc1	.	.	3	5	.	4	-0.0087	.	.
CCCCCc1nc2ccccc2c(=O)n1-c1ccc(Cl)cc1[N+](=O)[O-]	.	.	11	-1	-6	2	0.55	-2	.
Cc1nc2c(-c3ccc(F)cc3)c(C)nn2c(C)c1CCC(=O)N1CCC2(CC1)OCCO2	97	45	5	5	.	25	1.1	.	98
CC(=O)Nc1cc(C(=O)N2CCC3(CC2)OCCO3)ccc1Sc1ccc(C)cc1	105	99	5	14	9	9	1.3	-7	100

Reprinted from the part before: 3 entries; new compounds follow.
Compound	HUVEC prolif 384	H69AR inhibit	PostGolgi yeast	PostGolgi ctrl	S1P2 blocker	E coli WT exp	DAT uptake mod	S1P2 agonist	Lung fibro prol
CCCCCc1nc2ccccc2c(=O)n1-c1ccc(Cl)cc1[N+](=O)[O-]	.	.	11	-1	-6	2	0.55	-2	.
Cc1nc2c(-c3ccc(F)cc3)c(C)nn2c(C)c1CCC(=O)N1CCC2(CC1)OCCO2	97	45	5	5	.	25	1.1	.	98
CC(=O)Nc1cc(C(=O)N2CCC3(CC2)OCCO3)ccc1Sc1ccc(C)cc1	105	99	5	14	9	9	1.3	-7	100
CCOC(=O)c1c(C)n(Cc2ccco2)c2ccc(O)cc12	78	75	-8	14	-22	-1	0.28	-5	94
O=C(C1CCC(=O)N1C1CCCCC1)N1CCC2(CC1)OCCO2 (stereo not drawn)	94	84	11	-2	5	-1	.	-2	105
Oc1ccc(C2NCc3ccccc3-n3cccc32)cc1Cl (stereo not drawn)	116	87	-15	3	16	9	0.93	-3	88
Cc1ccc(N2CCN(CCc3ccccc3)CC2)cc1	.	.	7	43*	4	7	1.3	-4	.
Cc1cc(O)c(CN2CCN(c3ccccc3)CC2)cc1C	108	99	-1	-2	-11	-3	0.066	-1	94
O=c1c2ccccc2nc(-c2ccco2)n1-c1ccccn1	82	83	2	-7	-12	0	-1.4	-3	99
CC(C)(C)n1c(O)c(C=Nc2ccc3c(c2)CCC3)c(=O)[nH]c1=O	88	.	1	45*	0	-2	0.4	-4	96
COc1ccc(C2SCC(=O)Nc3c2c(=O)[nH]n3C2CCCCCC2)cc1 (stereo not drawn)	99	103	15	-4	23	-5	0.48	-3	90
CCOC(=O)C1=C(C)N(C)C2(C)CC1c1ccccc1O2 (stereo not drawn)	98	100	-8	3	-1	2	-0.62	-1	98
Cc1sc2nc(COC(=O)Cc3ccccc3)[nH]c(=O)c2c1C	100	88	2	8	-9	3	0.92	-3	104
CCCNS(=O)(=O)c1ccc(OCC(=O)N2CCN(C)CC2)cc1	93	102	.	.	-22	.	-0.46	-3	89
O=C(C1CCN(c2nc3ccc(Br)cc3s2)CC1)N1CCC2(CC1)OCCO2	.	.	-5	23	13	-3	-0.84	-7	.
